High-throughput results as filed in PubChem BioAssay.
AmpC inh no detg = qHTS Inhibitors of AmpC Beta-Lactamase (assay without detergent); P00811; AmpC nitrocefin hydrolysis, absorbance 480 nm, 0.0001% Triton; Potency, µM (top dose mostly 57.1 µM), for the others: top-dose activity change, negative = inhibition, usual class: inhibitors; 0.52% of 330,000 active; AID 485341, 2010;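 further: potency means the concentration at half of the fitted maximal effect; plate controls were no compound for no effect and no enzyme for full effect; nearly all actives have a fitted effect of over 20% in size; some results filed as inactive show a strong effect at the top dose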
Target sequence (P00811 whole entry, looked up): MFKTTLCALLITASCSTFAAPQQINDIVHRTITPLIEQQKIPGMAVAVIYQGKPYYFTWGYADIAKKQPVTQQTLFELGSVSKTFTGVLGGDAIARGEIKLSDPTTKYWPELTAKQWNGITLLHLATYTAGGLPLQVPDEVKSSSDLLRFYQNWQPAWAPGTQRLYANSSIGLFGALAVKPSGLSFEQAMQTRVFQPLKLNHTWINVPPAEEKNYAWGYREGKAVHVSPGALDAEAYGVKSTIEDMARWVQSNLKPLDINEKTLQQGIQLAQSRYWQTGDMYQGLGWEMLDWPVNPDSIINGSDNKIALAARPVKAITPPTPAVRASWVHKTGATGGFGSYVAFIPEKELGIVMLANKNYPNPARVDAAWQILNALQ
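20 mM phosphate pH 7.0 + 0.01% (detergent screen) or 0.0001% Triton X-100; 5.3 nM AmpC reagent; cpd preinc 15 min RT; nitrocefin (800 uM stock) to start; A480 q20 s × 4 min; Activity was normalised to no-enzyme and no-compound control wells.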
AMA1 RON2 block = qHTS for Inhibitors of AMA1-RON; Towards Development of Antimalarial Drug Lead: Primary Screen | AlphaScreen AMA1-biotinylated RON2 peptide binding | 0.2% of 360,000 active | AID 720542, 2013 | Potency, µM (titrated, usually from 58.2 µM), for the others: at the highest dose activity change, negative = inhibition, most hits filed as inhibitors;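 further: potency means the concentration at half of the fitted maximal effect; 0% = vehicle wells and -100% = peptide control; nearly all actives have a fitted effect of over 45% in size; some results filed as inactive show a strong effect at the top dose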
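AMA1 (3D7) with his tag at 25 nM final met compounds first, then biotinylated RON2 peptide at 25 nM; detection used donor plus acceptor beads, 10 µg/mL apiece, read by AlphaScreen after 30 min at room temperature.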
Shiga inhibitor = A qHTS for Small Molecule Inhibitors of Shiga Toxin; Vero cells, Shiga toxin protein synthesis inhibition reporter; inhibition, % at 38.7 µM; 9.2% of 290,000 active; in the data active means inhibition mostly above about 28%, no sharp cut-off; inactive means mostly below about 43%; further: 0% is about no effect
HCMV antiviral = qHTS Assay for inhibitors of the human cytomegalovirus (HCMV) | HFF cells, HCMV-luciferase reporter, 72 h; stronger effect = lower value | activity change, negative = inhibition, % at 57.5 µM | 4.5% of 410,000 active | AID 1259415, 2018; in the data active means activity change below about -60%; inconclusive means no clear call, values can overlap the other calls; inactive means above about -39%; further: on the % scale 0 is the no-effect control and ±100 the full control effect
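Luciferase read-out from HCMV-luciferase-infected HFFs (MOI 1 PFU/cell) 72 h post infection at 37C; compounds added after 16 h cell attachment; activity normalized between buffer-only basal and Salinomycin (10uM) inhibitor controls.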
AmpC inh detg = qHTS Inhibitors of AmpC Beta-Lactamase (assay with detergent); P00811; AmpC hydrolysis of nitrocefin, absorbance 480 nm, 0.01% Triton; Potency, µM (top dose mostly 114 µM), for inactives: at the top dose activity change, negative = inhibition, usual class: inhibitors; 0.041% of 370,000 active;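 further: potency means the concentration at half of the fitted maximal effect; 0% = no-compound wells and -100% = no-enzyme wells; nearly all actives have a fitted effect of over 25% in size; some results filed as inactive show a strong effect at the top dose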
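20 mM phosphate pH 7.0 + 0.01% (detergent screen) or 0.0001% Triton X-100; 5.3 nM AmpC reagent; cpd preinc 15 min RT; nitrocefin (800 uM stock) to start; A480 q20 s × 4 min; Activity was normalised to no-enzyme and no-compound control wells.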
CHX counter = Cycloheximide Counterscreen for Small Molecule Inhibitors of Shiga Toxin; cell reporter, cycloheximide protein synthesis inhibition counterscreen; max response, %; 12% of 300,000 active; in the data active means max response mostly above about 13%, no sharp cut-off; inactive means mostly below about 14%; further: read at 38.3 µM for the half of the compounds with a filed dose; 0% is about no effect
FBPA Giardia inh = qHTS Assay for Inhibitors of Fructose-1,6-bisphosphate Aldolase from Giardia Lamblia; A8B2U2; purified Giardia FBPA; Potency, µM (top dose mostly 59.6 µM), for inactives: at the top dose activity, negative = inhibition, hits mostly inhibitors; 0.71% of 290,000 active; AID 2451, 2010; further: potency means the concentration at half of the fitted maximal effect; on the % scale 0 is the no-effect control and ±100 the full control effect; nearly all actives have a fitted effect of over 55% in size
Target sequence (A8B2U2 whole entry, looked up): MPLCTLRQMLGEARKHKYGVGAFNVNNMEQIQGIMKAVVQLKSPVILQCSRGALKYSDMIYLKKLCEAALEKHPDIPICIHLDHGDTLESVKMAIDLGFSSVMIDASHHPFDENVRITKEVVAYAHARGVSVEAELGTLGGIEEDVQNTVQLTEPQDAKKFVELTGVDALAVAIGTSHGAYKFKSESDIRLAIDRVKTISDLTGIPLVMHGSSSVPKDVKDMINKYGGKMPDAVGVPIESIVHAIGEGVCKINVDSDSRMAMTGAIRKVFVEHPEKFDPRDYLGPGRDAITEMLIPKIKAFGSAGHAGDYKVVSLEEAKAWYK
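Giardia FBPA (40 nM reagent) was preincubated 10 min at RT with compound (up to 57.5 uM final), then substrate plus GAPDH/TPI/NAD/arsenate coupling system with diaphorase/resazurin was added; resorufin fluorescence (525/598 nm) was read after 20 min.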
* hit, by the source's call; ? = inconclusive; . = not tested or not shown; [ ] = remark or other dose. Unless noted, the call rests on the fitted dose curve; in most records, active means well fitted curve in the direction sought with a large enough effect; inconclusive means small, poorly fitted or top-dose-only effect, or another doubt; inactive means no such curve, though single readings can be large; an effect the other way counts as inactive or inconclusive.

SMILES	AmpC inh no detg	AMA1 RON2 block	Shiga inhibitor	HCMV antiviral	AmpC inh detg	CHX counter	FBPA Giardia inh
OCCNC(=S)Nc1ccc(Cl)c(Cl)c1	-43%	4%	4	12	-6%	-4	-3%
O=C(/C=C/c1ccc2ccccc2n1)c1cc(Cl)ccc1O	-31%	-10%	66*	14	-6%	39*	-13%
COCCn1c(C)cc(C(=O)CSc2nc3nc(C)cc(C)n3n2)c1C	-22%	-2%	8	-35	-2%	-3	1%
CN(C)c1ccc(-c2nc3ccccn3c2/N=C/c2ccc(Br)cc2)cc1	0%	?	80	?	-1%	46*	-17%
c1ccc2c(N3CCCC3)nc(-c3ccncc3)nc2c1	15%	-11%	-13	-33	?	-1	10%
Cc1cc(Cl)ccc1OC(C)C(=O)N1CCCN(C(=O)C(C)Oc2ccc(Cl)cc2C)CC1 (stereo unspecified)	185%[activator]	-10%	-21	?	-10%	-2	-1%
CCC(C)NC(=O)CO/N=C/c1ccc(C(=O)OC)cc1 (stereo unspecified)	-9%	0%	-3	32	0%	23	1%
COC(=O)/C=C/c1ccsc1NC(C)=O	4%	?	-4	68	5%	-2	0%
COc1ccc(/C=C2\SC(=O)N(CC(=O)NN3CCN(C)CC3)C2=O)cc1OC	-2%	16%	-5	-20	-3%	-2	-2%
CC(OC(=O)c1cccc(-n2cnnn2)c1)C(=O)Nc1cccc(Cl)c1 (stereo unspecified)	-30%	19%	.	-27	-15%	.	.
Cc1ccc(NC(=O)CCn2cnc3ccccc3c2=O)c(C)c1	3%	35%[activator]	12	-33	5%	1	4%
COc1ccc(/C=C2\NC(=S)N(CC3CCCO3)C2=O)c(OC)c1 (stereo unspecified)	-31%	14%	34	12	7%	23*	-13%
COCc1c(C(=O)OCC(=O)Nc2ccc(OC(F)F)cc2)oc2ccccc12	-23%	6%	.	-28	-5%	.	.
CCOC(=O)c1c(NC(=O)CSc2nnc(N)s2)sc(C)c1-c1ccc(C)cc1	?	22%	-4	?	-3%	-3	1%
CCCOc1cccc(-c2nnc(N)s2)c1	-21%	-26%	44*	19	5%	22*	13%
CC(C)(C)NC(=O)CN1CCC(NC(=O)C23CC4CC(CC(C4)C2)C3)CC1	50%	19%	-5	3	-4%	-3	8%
CCOC(=O)Nc1ccc(OC)c([N+](=O)[O-])c1	-21%	4%	-7	-20	?	6	0%
CSc1c(CC(=O)Nc2ccccc2C(F)(F)F)n(Cc2ccccc2)c2ccccc12	-19%	7%[2.32 µM]	-5	-24	-2%	1	4%
Cc1cccc(CN2CCN(Cc3ccc(-n4cccn4)cc3)CC2CCO)n1 (stereo unspecified)	15%	24%	-10	?	6%	-3	0%
O=c1cc(N2CCOCC2)[nH]c(=O)n1Cc1ccc(F)cc1	-17%	23%	-6	22	?	-4	-5%
CCC(=O)c1c[nH]c(C(=O)N2CCN(c3ccccc3)CC2)c1	-15%	-21%	-8	-12	-7%	9	0%
COc1ccc(S(=O)(=O)N2CCN(C(=S)NCC3CCCO3)CC2)cc1OC (stereo unspecified)	32%	-9%	-12	4	8%	-1	-9%
CCCCCCCNC(=O)c1ccc(N2CCC3(CC2)OCCO3)c([N+](=O)[O-])c1	65%[activator]	-23%	10	8	-8%	-1	-7%
c1ccc2sc(-c3ccncc3)nc2c1	-9%	-10%	51*	0	7%	44*	7%
COC(=O)c1ccc(OS(=O)(=O)N(C)C)cc1	-9%	6%	99*	-8	?	54*	9%
Nc1nnnn1/N=C/c1cccc(Oc2ccccc2)c1	-22%	-1%	18	69	?	11	1%
C/C(CC(=O)Nc1cccc2c1CCCC2)=N\NC(=O)c1ccccc1N	-11%	18%	116*	86	-5%	31*	-4%
CCOC(=O)CN1C(=O)NC(C)(c2ccc(OC(F)F)cc2)C1=O (stereo unspecified)	-10%	18%	22	21	-11%	-3	7%
CCOc1cc(C2NCc3ccccc3-n3cccc32)ccc1O (stereo unspecified)	-7%	?	-16	11	0%	-5	-13%
CC(C)(Oc1ccc(Cl)cc1)C(=O)OCC(=O)NCCc1ccccc1	49%	-7%	-13	4	1%	-1	.

Whole records as entered above:
c1ccc2sc(-c3ccncc3)nc2c1 across the screens: AmpC inh no detg = -9%; AMA1 RON2 block = -10%; Shiga inhibitor = 51*; HCMV antiviral = 0; AmpC inh detg = 7%; CHX counter = 44*; FBPA Giardia inh = 7%
C/C(CC(=O)Nc1cccc2c1CCCC2)=N\NC(=O)c1ccccc1N across the screens: AmpC inh no detg = -11%; AMA1 RON2 block = 18%; Shiga inhibitor = 116*; HCMV antiviral = 86; AmpC inh detg = -5%; CHX counter = 31*; FBPA Giardia inh = -4%

(more compounds)
SMILES	AmpC inh no detg	AMA1 RON2 block	Shiga inhibitor	HCMV antiviral	AmpC inh detg	CHX counter	FBPA Giardia inh
Cc1cc(O)ccc1N/C=C/c1onc(C)c1[N+](=O)[O-]	-22%	3%	64*	125	-3%	39*	0%
Cn1cccc1C(=O)Nc1ccc(N2CCOCC2)cc1	-3%	-6%	.	17	.	.	.
CN(C)c1cccc(C(=O)Nc2ccc3nc4n(c(=O)c3c2)CCCCC4)c1	-4%	-3%	53*	3	-2%	24*	-8%
COc1ccc(C2=CC(=O)OC(C)(c3ccccc3)O2)cc1 (stereo unspecified)	-14%	-2%	24	9	1%	2	-3%
CN(C)CCCNc1cc(C(C)(C)C)nc2c(-c3ccc(Cl)cc3)cnn12	102%[activator]	44%[activator]	53*	-103*	-6%	40*	0%
O=C(Cc1ccccc1)Nc1ccc(C(=O)O)cc1	-22%	0%	16	-9	-2%	6	20%
CCOC(=O)N1CCN(C(=O)c2ccc(N(Cc3ccc(C)cc3)S(C)(=O)=O)cc2)CC1	186%[activator]	-6%	23	41	2%	-4	1%
O=C(NC(N1CCOCC1)C(Cl)(Cl)Cl)c1ccc(Br)cc1 (stereo unspecified)	-30%	-4%	10	-2	-3%	13	-11%
CC(=O)c1cccc(Nc2cc(C)nc3c(C)cc(C)cc23)c1	-55%	-1%	1	-37	-7%	-3	-8%
COC(=O)c1ccc(CN2CCc3ccccc32)cc1	-19%	?	7	13	-24%	3	0%
CSc1nc(N2CCOCC2)c2c3c(sc2n1)CCCC3	-15%	-6%	-5	3	-8%	-4	6%
CCN(C(=O)C1CCN(S(=O)(=O)c2cccc3nonc23)CC1)c1ccccc1	41%	-1%	-18	1	-13%	-5	8%
COc1ccc(CC(=O)O/N=C(\N)Cc2cccc3ccccc23)cc1OC	32%	9%	-3	23	-14%	2	-9%
CN(C(=O)CN(CCO)CC(=O)N(C)C(C)(C)Cc1ccccc1)C(C)(C)Cc1ccccc1	238%[activator]	15%	.	-40	-9%	.	-1%
Cc1ccc(N(Cc2cc3ccccc3[nH]c2=O)S(=O)(=O)c2ccccc2)cc1	-13%	12%	-5	-25	0%	-3	-3%
COCCNCc1ccc(C(C)C)cc1	1%	8%	-11	-26	-2%	11	-8%
C[C@H](NC(=O)c1[nH]cnc1C(=O)Nc1cccc(Cl)c1)c1ccccc1	3%	119%[activator]	.	?	-6%	.	.
Cc1ccc(OS(=O)(=O)c2ccc(-c3csc(C)n3)s2)c(C)c1	-9%	-14%	-11	-23	12%	1	0%
C=CCN1C(=O)NC(c2ccccc2)(C(F)(F)F)S/C1=C(\C#N)c1nnc(N2CCOCC2)n1-c1ccccc1 (stereo unspecified)	159%[activator]	89%[activator]	-6	-25	-1%	-3	-17%
O=S(=O)(NCc1ccccc1Br)c1cccs1	-20%	6%	-5	-21	0%	11*	-1%
OC(CN1CC=C(c2ccccc2)CC1)c1ccccc1 (stereo unspecified)	-2%	-18%	24	-2	-4%	9	7%
O=C1NC(=O)/C(=C/c2ccc(N3CCOCC3)o2)N1	2%	-6%	-12	81	0%	-1	?
Cc1ccc2c(c1)C(=O)c1c(C(=O)O)cccc1-2	-16%	0%	-13	2	1%	-3	9%
COc1ccc(OCCOC(=O)Nc2ccccc2)cc1	-24%	3%	-7	7	?	-3	-1%
CCCCN(C(=O)c1ccccc1OCc1ccc(F)cc1)c1c(N)n(CC(C)C)c(=O)[nH]c1=O	26%	-29%	-12	-4	0%	1	16%
COc1ccccc1NC(=O)CN(c1ccccc1C)S(C)(=O)=O	-18%	-7%	.	21	-18%	-3	-3%

Already shown: entries from further up.
SMILES	AmpC inh no detg	AMA1 RON2 block	Shiga inhibitor	HCMV antiviral	AmpC inh detg	CHX counter	FBPA Giardia inh
COc1ccc(CC(=O)O/N=C(\N)Cc2cccc3ccccc23)cc1OC	32%	9%	-3	23	-14%	2	-9%
CN(C(=O)CN(CCO)CC(=O)N(C)C(C)(C)Cc1ccccc1)C(C)(C)Cc1ccccc1	238%[activator]	15%	.	-40	-9%	.	-1%
Cc1ccc(N(Cc2cc3ccccc3[nH]c2=O)S(=O)(=O)c2ccccc2)cc1	-13%	12%	-5	-25	0%	-3	-3%
COCCNCc1ccc(C(C)C)cc1	1%	8%	-11	-26	-2%	11	-8%
C[C@H](NC(=O)c1[nH]cnc1C(=O)Nc1cccc(Cl)c1)c1ccccc1	3%	119%[activator]	.	?	-6%	.	.
Cc1ccc(OS(=O)(=O)c2ccc(-c3csc(C)n3)s2)c(C)c1	-9%	-14%	-11	-23	12%	1	0%
C=CCN1C(=O)NC(c2ccccc2)(C(F)(F)F)S/C1=C(\C#N)c1nnc(N2CCOCC2)n1-c1ccccc1 (stereo unspecified)	159%[activator]	89%[activator]	-6	-25	-1%	-3	-17%
O=S(=O)(NCc1ccccc1Br)c1cccs1	-20%	6%	-5	-21	0%	11*	-1%
OC(CN1CC=C(c2ccccc2)CC1)c1ccccc1 (stereo unspecified)	-2%	-18%	24	-2	-4%	9	7%
O=C1NC(=O)/C(=C/c2ccc(N3CCOCC3)o2)N1	2%	-6%	-12	81	0%	-1	?
Cc1ccc2c(c1)C(=O)c1c(C(=O)O)cccc1-2	-16%	0%	-13	2	1%	-3	9%
COc1ccc(OCCOC(=O)Nc2ccccc2)cc1	-24%	3%	-7	7	?	-3	-1%
CCCCN(C(=O)c1ccccc1OCc1ccc(F)cc1)c1c(N)n(CC(C)C)c(=O)[nH]c1=O	26%	-29%	-12	-4	0%	1	16%
COc1ccccc1NC(=O)CN(c1ccccc1C)S(C)(=O)=O	-18%	-7%	.	21	-18%	-3	-3%
